KDM5B inhibitor: KDM5B demethylase inhibition; KDM5B demethylase, FDH-coupled NADH fluorescence (FDH is formaldehyde dehydrogenase); AID 1347165; Potency, µM (titrated, usually from 57.7 µM), inactives show at the highest dose activity change, negative = inhibition, actives largely listed as inhibitors; 220,000 compounds, 2.6% hits; Q9UGL1; active means well fitted inhibition curve with a large enough effect; inconclusive means small, poorly fitted or top-dose-only effect; inactive means no such curve, though single readings can be large or run the other way; further: 0% is about no effect; nearly all actives have a fitted effect of over 70% in size
Target sequence (Q9UGL1 whole entry, looked up): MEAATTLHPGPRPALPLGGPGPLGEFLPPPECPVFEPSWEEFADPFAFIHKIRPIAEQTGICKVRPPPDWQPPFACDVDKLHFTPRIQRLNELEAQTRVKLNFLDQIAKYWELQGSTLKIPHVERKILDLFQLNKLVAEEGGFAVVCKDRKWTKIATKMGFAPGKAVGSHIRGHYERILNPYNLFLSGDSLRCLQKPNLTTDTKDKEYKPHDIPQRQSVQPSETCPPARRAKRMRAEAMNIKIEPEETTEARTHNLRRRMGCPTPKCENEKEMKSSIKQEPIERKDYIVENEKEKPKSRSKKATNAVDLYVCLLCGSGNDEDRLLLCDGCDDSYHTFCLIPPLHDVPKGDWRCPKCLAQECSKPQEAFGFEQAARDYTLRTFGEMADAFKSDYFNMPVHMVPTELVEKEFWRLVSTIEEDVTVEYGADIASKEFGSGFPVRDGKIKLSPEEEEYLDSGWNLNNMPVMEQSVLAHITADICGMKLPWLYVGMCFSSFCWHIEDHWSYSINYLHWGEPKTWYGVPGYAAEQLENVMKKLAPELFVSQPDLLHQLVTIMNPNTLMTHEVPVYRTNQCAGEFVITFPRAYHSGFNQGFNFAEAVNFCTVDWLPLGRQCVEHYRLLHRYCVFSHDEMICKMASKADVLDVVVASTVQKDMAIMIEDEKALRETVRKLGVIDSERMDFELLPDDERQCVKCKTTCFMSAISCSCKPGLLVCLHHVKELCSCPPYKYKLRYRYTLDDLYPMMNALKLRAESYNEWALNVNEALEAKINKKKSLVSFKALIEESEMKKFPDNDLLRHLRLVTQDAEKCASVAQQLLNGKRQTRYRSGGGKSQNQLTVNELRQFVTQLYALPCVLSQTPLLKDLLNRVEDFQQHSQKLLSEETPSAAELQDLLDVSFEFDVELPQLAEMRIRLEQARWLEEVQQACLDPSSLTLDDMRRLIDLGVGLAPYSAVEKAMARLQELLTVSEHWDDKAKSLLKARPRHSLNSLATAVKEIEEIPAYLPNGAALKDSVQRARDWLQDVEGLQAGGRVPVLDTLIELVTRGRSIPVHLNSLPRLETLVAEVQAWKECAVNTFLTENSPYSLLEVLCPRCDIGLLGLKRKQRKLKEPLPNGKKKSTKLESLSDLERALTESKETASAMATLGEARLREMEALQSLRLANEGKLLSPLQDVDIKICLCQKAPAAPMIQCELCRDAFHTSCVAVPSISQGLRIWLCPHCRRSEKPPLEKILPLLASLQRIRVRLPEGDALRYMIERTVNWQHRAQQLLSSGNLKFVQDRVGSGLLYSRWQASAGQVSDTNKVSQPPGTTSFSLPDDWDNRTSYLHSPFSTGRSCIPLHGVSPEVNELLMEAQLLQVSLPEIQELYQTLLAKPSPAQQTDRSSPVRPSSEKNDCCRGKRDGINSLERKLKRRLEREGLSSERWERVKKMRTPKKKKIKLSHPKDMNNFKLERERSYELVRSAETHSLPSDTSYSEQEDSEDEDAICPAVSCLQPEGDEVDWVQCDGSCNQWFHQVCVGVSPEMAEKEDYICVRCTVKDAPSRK
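Coupled FDH/NAD⁺ fluorescence readout. KDM5BΔAP 200 nM final; compound titration, 10 min RT preincubation; substrate mix 12.5 µM H3K4me3, 25 µM 2-OG, 50 µM Fe(II), 100 µM ascorbate, 0.25 mM NAD⁺, 0.25 U/mL FDH; ΔRFU over 30 min.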
Starred values were filed as active, the others as inactive; u = inconclusive; & = joins results of further samples; [ ] = dose if it differs, or a comment. Potency means the concentration at half of the fitted maximal effect. These rows are one share of the data; the hit share may differ from the screen's.

nr | mol | KDM5B inhibitor
1 | Cc1cccc(C(=O)OC(C)C(=O)NC(=O)NC2CCCCC2)c1O (stereo unspecified) | -24%
2 | COc1cccc(COC2CN(CC(C)C)C(=O)CN(C(=O)c3snnc3C)C2)c1 (stereo unspecified) | -10%
3 | O=c1cc(Cl)c2ccccc2n1-c1ccccc1 | 6%
4 | CCOc1ccc(CCNC(=O)C2Cc3ccccc3N2C(=O)CC)cc1 (stereo unspecified) | -8%
5 | O=C(NCc1cccc(F)c1)c1nc2c(o1)CCN(Cc1cccc(F)c1F)CC2 | u
6 | Cc1ccc(S(=O)(=O)C(CNC(=O)C(=O)NCCc2ccccc2)c2ccco2)cc1 (stereo unspecified) | -6%
7 | COc1ccc(CCNC(=O)c2ccc3c(c2)CCN3S(C)(=O)=O)cc1OC | 0%
8 | COc1ccc(C(=O)N2CCN(C(=O)c3nnn4c3COC(c3ccc(F)cc3)C4)CC2)cc1 (stereo unspecified) | -11%
9 | Cc1c(C(=O)NCC(c2ccccc2)N(C)C)oc2ccc(F)cc12 (stereo unspecified) | 7%
10 | COC(=O)CSc1n[nH]c(=O)c2cc(-c3ccc(OC)c(OC)c3)nn12 | -12%
11 | COc1cc2c(cc1OC)C(CNC(=O)C(C)C)N(C(=O)Nc1ccc(C)cc1)CC2 (stereo unspecified) | -14%
12 | CCC(=O)N1CCc2cc(Br)cc(S(=O)(=O)CCC(=O)N3CCN(c4cccc(C(F)(F)F)c4)CC3)c21 | -8%
13 | COC(=O)c1sc(S(=O)(=O)Nc2cccc(Cl)c2Cl)c(C(=O)OC)c1C | 6%
14 | Clc1ccc(CN2CCN(Cc3nnsc3Cl)CC2)cc1 | 0%
15 | Cc1ccc2c(c1)-c1cc(C)nn1C(c1cc(Br)ccc1O)N2 (stereo unspecified) | u
16 | N#Cc1ccccc1OCC(=O)NC1(C#N)CCCC1 | 28%
17 | CCOCc1nc(C2CCCN(C(=O)Cc3cccc(C)c3)C2)no1 (stereo unspecified) | 0%
18 | CCCCCCC(C)NC(=O)N1CCN(c2ncc(C(F)(F)F)cc2Cl)CC1 (stereo unspecified) | 26%
19 | Cc1cc(C(=O)N2CCC3(CC2)CC(N(Cc2ccc(F)cc2)C2CC2)CCO3)n(C)n1 (stereo unspecified) | -13%
20 | COc1ccc(/C=C/C(=O)Nc2cccc(S(=O)(=O)NC3=NCCCCC3)c2)cc1 | -5%
21 | Cc1ccc(-c2nc(NC(=O)CSc3ncnc4sc5c(c34)CCC(C)C5)ns2)cc1 (stereo unspecified) | -21%
22 | O=C(NCc1ccccc1Br)c1ccc2nc(N3CCCCC3)sc2c1 | 9%
23 | Cc1nc2ccc(C(=O)N3CC[C@](C)(O)[C@@H](O)C3)cc2nc1C | -15%
24 | O=C(c1ccc2c(c1)N(Cc1ccccc1F)C(=O)c1ccccc1S2=O)N1CCC(Cc2ccccc2)CC1 (stereo unspecified) | -22%
25 | COCCCn1c(=O)c2sccc2n2c(CCCC(=O)NCc3cccc(OC)c3)nnc12 | u
26 | Cc1ncoc1C(=O)N1CC(F)(F)C[C@H]1c1nc(C2CC2)no1 | 2%
27 | Cc1cc2nc(/C(C#N)=C\c3ccc(OCC(C)C)cc3)[nH]c2cc1C | 21%
28 | O=C(NCc1c[nH]c2ncccc12)c1cccc(Cl)c1 | -3%[86.2 µM]
29 | O=C(COC(=O)C1CCOCC1)c1ccc2c(c1)OCO2 | -16%
30 | CC(C)CN(C1CCOCC1)C1CN(Cc2cncs2)C1 | 4%
31 | COc1ccc(CNC(=O)CC[C@@H]2CNC(=O)[C@@H]3C[C@H](NCc4cn(C)c5ccccc45)CN23)cc1 | -20%
32 | Cc1oc(-c2ccccc2)nc1C(=O)N1CCN(C)CC1c1ccccc1 (stereo unspecified) | -3%

4 compounds drawn at random from those above, as already listed:
nr | mol | KDM5B inhibitor
25 | COCCCn1c(=O)c2sccc2n2c(CCCC(=O)NCc3cccc(OC)c3)nnc12 | u
32 | Cc1oc(-c2ccccc2)nc1C(=O)N1CCN(C)CC1c1ccccc1 (stereo unspecified) | -3%
27 | Cc1cc2nc(/C(C#N)=C\c3ccc(OCC(C)C)cc3)[nH]c2cc1C | 21%
29 | O=C(COC(=O)C1CCOCC1)c1ccc2c(c1)OCO2 | -16%

Next section
nr | mol | KDM5B inhibitor
33 | O=C(c1ccc(F)cc1)n1nc(-c2ccccc2)nc1NCc1ccco1 | u
34 | COc1ccccc1N1CCN([C@@H]2[C@H](O)[C@H](CO)O[C@@H]2CNC(=O)Nc2ccccc2)CC1 | u
35 | CCOc1ccc(/C=C/C(=O)c2cc3ccc(OC)cc3oc2=O)cc1OC | 3%
36 | COc1cc(OC)c(NC(=O)C2=C(C)C(=O)OC23CCCCC3)cc1Cl | -5%
37 | CC(C)Cn1c(SC(C)C(N)=O)nnc1-c1ccco1 (stereo unspecified) | 12%
38 | Cc1ccc(-c2ccc(=O)n(CC(=O)NC(C)c3ccccc3)n2)cc1 (stereo unspecified) | u
39 | CCN(CC)C1=NC(=O)C(CC(=O)Nc2cccc(C(=O)NCCc3ccccc3OC)c2)S1 (stereo unspecified) | 7%
40 | O=Cc1ccc(-c2ccc(C(=O)O)cn2)cc1 | 22µM*
41 | CC1(C)[C@H]2CC[C@@H](CNC(=O)c3ccccn3)[C@@H]1C2 | -1%[86.2 µM]
42 | Cc1ccc(NC(=O)N2CCCC(c3nccn3Cc3ccncc3)C2)cc1C (stereo unspecified) | -4%
43 | Cc1c(C)n(CCCN(C)C)c2ncn3nc(-c4cccs4)nc3c12 | u
44 | CC(C)c1ccc(NC(=O)CN2C=NS(=O)(=O)c3ccccc32)cc1 | 5%
45 | Cc1ccc(OC2CCN(Cc3ccncc3)CC2)c(C(=O)N(C)C2CCOCC2)c1 | -34%
46 | COc1cc(-c2csc(NC3CC3)n2)cc(OC)c1OC | -20%
47 | O=C(OCc1cc(=O)oc2cc(O)ccc12)c1ccc(F)cc1 | u
48 | O=C(NNC(=O)c1cc2cc(OC(F)(F)F)ccc2[nH]1)c1ccc(Cl)cc1 | 15%
49 | FC(F)(F)c1ccc(Cl)c(N/N=C/c2ccccc2)c1 | -2%
50 | S=C(Cc1ccc(-c2ccccc2)cc1)N1CCOCC1 | 10%
51 | O=C(NC1CCCN(c2cc(-c3ccc(F)cc3)[nH]n2)C1)c1ccc2c(c1)OCO2 (stereo unspecified) | -23%
52 | O=C(NN=C1CCCCCC1)c1nc(-c2ccccc2)n(-c2ccccc2)n1 | 60%[activator]
53 | COCCOc1ccc(C(=O)N[C@@H]2CN(C(=O)Nc3ccccc3)CCC[C@H]2O)cc1 | -8%[86.2 µM]
54 | Cc1c(-c2ccccc2)c(=O)oc2ccc(OC(=O)c3ccccc3)cc12 | -3%
55 | CC1=NS(=O)(=O)N(C)C=C1C(=O)OCc1noc(-c2ccccc2F)n1 | -20%
56 | COc1ccc(-c2nnc(SCc3cn4cccc(C)c4n3)o2)cc1OC | -6%
57 | COc1ccc(-n2nc3c(N4CCC(C(=O)NCc5ccccc5C)CC4)nnc(C)c3c2C)cc1 | u
58 | CC1=C(C(=O)N2CCOCC2)C(c2ccccc2Cl)C2=C(CCCC2=O)N1 (stereo unspecified) | u
59 | COc1ccc(-c2cn3c(n2)sc2cc(C(=O)Nc4ccc(C)cc4C)ccc23)cc1 | u
60 | COc1ccccc1N1CCN(C(=O)CSc2nc3ccccc3nc2Cc2ccccc2)CC1 | -14%
61 | CN(CC(N)=O)C(=O)CCc1ncc(-c2c(F)cccc2F)o1 | -2%
62 | O=C(COC(=O)C(Cc1ccccc1)N1C(=O)C2C3CC(C(Br)C3Br)C2C1=O)c1ccc([N+](=O)[O-])cc1 (stereo unspecified) | 14%
63 | Cc1ccc2c(=O)cc(C(=O)Nc3ccc(S(N)(=O)=O)cc3)oc2c1C | -6%
64 | COC(=O)c1c(C)sc2c1OC(N)=C(C#N)C21C(=O)N(Cc2ccccc2F)c2ccccc21 (stereo unspecified) | 14%
65 | Cc1cccc(Cn2c(SCC(=O)Nc3ccccc3)nc3c2c(=O)n(C)c(=O)n3C)c1 | 16%
66 | O=C(C1CCCCC1)N1CCCC2(CC(c3cccc(C(F)(F)F)c3)=NO2)C1 (stereo unspecified) | -9%[115 µM]
67 | N#Cc1cccc(CN(Cc2cccc(C#N)c2)[C@@H]2CO[C@H](CNC(=O)c3ccccc3)[C@H]2O)c1 | 22%
68 | NNC(=O)Cn1c(-c2ccccn2)nc2ccccc21 | u
69 | O=C(COC(=O)c1ccccc1O)Nc1ccccc1N1CCCC1=O | -10%
70 | CCN1CCN(c2nc3c(s2)CN(C(=O)c2ccncc2)CC3)CC1 | u
71 | Cc1ccccc1Cn1nc(C)c(NC(=O)c2cc(CC(C)C)on2)c1C | 15%
72 | Cc1ccc(CCNC(=O)c2ccc(Cn3ccn4nc5c(c4c3=O)CCCC5)cc2)cc1 | u
73 | COCCn1c(C)c(C)c(S(=O)(=O)c2ccc(OC)cc2)c1NC(=O)c1ccco1 | 11%
74 | Cc1ccc(NC(=O)CSc2nc(-c3ccccc3)nc3cc(=O)[nH]n23)cc1 | -16%
75 | COc1cncc([C@@H](NC(=O)c2ccc(CO)o2)C2CC(O)C2)c1 (stereo partly specified) | 17%
76 | CS(=O)(=O)N(Cc1cc2ccccc2[nH]c1=O)C1CCCCC1 | -14%
77 | Cc1oc2ncn(C)c(=O)c2c1C(=O)NCc1ccc(Cl)cc1 | 9%
78 | CCOc1ccc(/C=C/C(=O)c2cc3ccccc3oc2=O)cc1OC | 4%
79 | NC(N)=N/N=C/c1ccc(Cl)c([N+](=O)[O-])c1 | 18%
80 | CCC1CN(C(=O)N2CCC(C(=O)NCc3cc(OC)c(OC)c(OC)c3)CC2)c2ccccc2O1 (stereo unspecified) | 3%&-8%

As a short view, part of the list above.
nr | mol | KDM5B inhibitor
73 | COCCn1c(C)c(C)c(S(=O)(=O)c2ccc(OC)cc2)c1NC(=O)c1ccco1 | 11%
74 | Cc1ccc(NC(=O)CSc2nc(-c3ccccc3)nc3cc(=O)[nH]n23)cc1 | -16%
75 | COc1cncc([C@@H](NC(=O)c2ccc(CO)o2)C2CC(O)C2)c1 (stereo partly specified) | 17%

Continuation:
nr | mol | KDM5B inhibitor
81 | COCc1nc2cccnc2n1C1CCN(S(=O)(=O)c2ccc(Cl)s2)CC1 | -6%
82 | CNC(=O)[C@@H](c1ccccc1F)N1CCC[C@H]1C(=O)NCc1cccnc1 | -28%
83 | Cn1c(=O)c2c(nc(N3CCOCC3)n2Cc2ccccc2Cl)n(C)c1=O | -4%
84 | CN(C(=O)[C@@H]1C[C@H](c2ccc(F)cc2)N([S+](=O)([O-])C2CC2)C1)c1cccnc1 | 14%[86.2 µM]
85 | COc1cc(NC(=O)c2ccc(C)c(Cl)c2)ccc1NC(=O)c1cc2ccccc2o1 | 13%[11.5 µM]
86 | O=C(O)c1nn(CC(=O)N(CCc2ccccc2)Cc2ccccc2)c(=O)c2ccccc12 | 5%
87 | O=C(CCc1nc2ccccc2s1)N[C@@H]1CCOC[C@H]1OCCO | 36%
88 | N#CCc1nn(-c2ccccc2)c2ncnc(N)c12 | u
89 | CN1CCC(N[C@@H]2CO[C@H](CNC(=O)C3CCCC3)[C@H]2O)CC1 | 7%[86.2 µM]
90 | COC(=O)c1cc(-c2c(C)oc3cc(OC(C)C)ccc3c2=O)c(C)o1 | 8%
91 | COc1cccc(N2CCN(C(=O)C3CCC(CNS(=O)(=O)c4ccc(Br)s4)CC3)CC2)c1 (stereo unspecified) | u
92 | CC(C)C(NC(=O)CSc1ccc2c(c1)OCCO2)c1ccc2c(c1)OCCCO2 (stereo unspecified) | 0%
93 | CCOC(=O)N1CCN(C(=O)CN(c2ccc(C)cc2C)S(=O)(=O)c2ccccc2)CC1 | 2%
94 | Cc1sc2ncn(CC(=O)N3CCN(c4ccc(F)cc4)CC3)c(=O)c2c1S(=O)(=O)N1CCCCC1 | 5%
95 | COc1ccc(C(=O)N2CCC3(CC2)N=C(c2cccc(Br)c2)NO3)cc1F | -3%
96 | CCCNC(=O)N1CCC(n2nccc2NC(=O)CCOc2ccccc2)CC1 | -9%
97 | COC(=O)Cc1ccc(NC(=O)c2ccc3c(c2)C(=O)N(Cc2ccco2)C3=O)cc1 | -12%
98 | O=C1NC(=NC2CCCCC2)C2(CCN(CC3CCCCC3)CC2)N1c1cccnc1 | 1%[115 µM]
99 | CCN(c1ccc(C)cc1C)S(=O)(=O)c1nnc(NC(=O)c2ccc(F)cc2)s1 | -19%
100 | N#Cc1ncn(Cc2noc(-c3ccc(F)cc3)n2)n1 | 5%
101 | CSc1ccc(NC(=O)Cc2cccs2)cc1 | 12%
102 | COCc1ccc(C(=O)N2CCN(CC(=O)N3CCCC3)CC2)cc1 | 8%
103 | CCc1cccc(NC(=O)c2ccc3c(c2)N(CC)C2CCCCCN2C3=O)c1 (stereo unspecified) | u
104 | O=c1c2c(CO)c(-c3ccccc3)nn2ccn1CCOc1ccccc1 | u
105 | CCOC(=O)c1sc(NC(=O)c2cccc(S(=O)(=O)N3CCCCC3C)c2)cc1C (stereo unspecified) | u
106 | Cc1cc(C(=O)N2CCC(n3c(=O)[nH]c4ccccc43)CC2)ccc1Cl | 18%
107 | O=C(Cn1nnc(-c2cccc(C(F)(F)F)c2)n1)c1cccc(Br)c1 | -12%
108 | O=C(c1ncoc1C1CC1)N1CCOCC(O)(CN2CCCC2)C1 (stereo unspecified) | -1%
109 | CNC(=O)[C@@H]1CN(C(=O)NCc2cccc(OC)c2)C[C@H]1c1n[nH]c(C)n1 | 22%
110 | CCn1ncnc1C(C)NC1CCC2(CCNCC2)CC1 (stereo unspecified) | 3%
111 | N#Cc1cccc(/C=C2\CCOc3cc(Br)ccc3C2=O)c1 | 15%
112 | O=C(Cc1c[nH]c2ncc(-c3ccccc3)cc12)NCCCn1ccnc1 | 40µM*

Bioassay records as filed in PubChem BioAssay.
